Jurkat NFkB inh: inhibitors of induced NF-kB luciferase reporter, primary screen, TCR NF-kB activation inhibitor project, cell-based, luminescence, uHTS; AID 435003, 2010; inhibition, % at 4 µM; Jurkat, PMA/ionomycin-induced NF-kB luciferase reporter; 330,000 compounds, 0.53% hits
HKDC1 inhibitor: HKDC1 hexokinase inhibitors, primary screen, biochemical, fluorescence, uHTS. Q2TB90. recombinant HKDC1, G6PDH/diaphorase resazurin coupled fluorescence. inhibition, % at 20 µM. 340,000 compounds, 0.16% hits;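 active = inhibition above about 35% when tested at 20 µM, limit read from the data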;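 also: plate controls were DMSO wells with enzyme for no effect and DMSO wells lacking enzyme for full effect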
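Assay system – recombinant HKDC1 (HK5) hexokinase enzyme, produced in-house · Input – HKDC1 at 5 µg/mL · Reagent – glucose plus 1 mM ATP as hexokinase substrates · Timing – 90 min reaction incubation at room temperature, dark · Measured by – G6PDH/diaphorase-coupled fluorescence, 1 mM NADP, 100 µM resazurin, 525/613 nm · Benchmarks – DMSO-enzyme wells negative, buffer-substituted wells positive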
UBC13 inh: UBC13 polyubiquitin chain formation inhibitors, primary screen, biochemical, TR-FRET, uHTS. AID 485273, 2010. inhibition, % at 20 µM. Ubiquitin-conjugating enzyme E2 N (Homo sapiens), P61088. 330,000 compounds, 0.47% hits; in the data active = inhibition above about 45%, passing the limit was not always enough
Target sequence (P61088 whole entry, looked up): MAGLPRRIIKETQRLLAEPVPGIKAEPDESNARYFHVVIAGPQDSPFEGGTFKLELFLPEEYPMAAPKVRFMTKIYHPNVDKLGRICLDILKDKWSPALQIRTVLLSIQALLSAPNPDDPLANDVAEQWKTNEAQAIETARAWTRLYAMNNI
Gli-Sufu antag: Gli-Sufu pathway antagonists, primary screen, luciferase luminescence, Sufu-KO-LIGHT cells, uHTS; Sufu-KO-LIGHT fibroblasts, Gli luciferase reporter luminescence; inhibition, % at 5 µM; 340,000 compounds, 0.74% hits; AID 588413, 2011;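 active = inhibition above about 55%, limit read from the data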;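 also: 0% = DMSO-treated cells and 100% = wells with medium but no cells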
697 NFkB inh: inhibitors of PMA/ionomycin-induced NF-kB reporter, 697 cells, primary screen, B-cell NF-kB inhibitor project, cell-based, luminescence, uHTS; inhibition, % at 4 µM; 330,000 compounds, 0.33% hits; 697 B-cell NF-kB luciferase reporter, 16 h; in the data active = inhibition above about 35%
Apaf-1 inh: inhibitors of human Apaf-1 apoptosome, primary screen, biochemical, DEVD-Rh110 fluorescence, uHTS. reconstituted apoptosome caspase-3 activity. inhibition, % at 20 µM. 330,000 compounds, 0.71% hits. AID 489030, 2010; active = inhibition of at least 40% at 20 µM;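 also: plate controls were DMSO wells for no effect and DEVD-CHO caspase inhibitor wells for full effect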
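Material: reconstituted apoptosome with Apaf-1, cytochrome c, caspase-9, procaspase-3, dATP; medium: pH 7.5 Hepes buffer with CHAPS, BSA, DTT; also added: cytochrome c and DEVD-Rh110 substrate; timing: 30 min plus 50 min, RT; signal: Rh110 fluorescence intensity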
SENP8 inh: SENP8 protease inhibitors, primary screen, biochemical, luminescence | inhibition, % at 10 µM | 330,000 compounds, 1.2% hits | purified SENP8, Z-RLRGG-aminoluciferin cleavage
Target sequence (Q96LD8 whole entry, looked up): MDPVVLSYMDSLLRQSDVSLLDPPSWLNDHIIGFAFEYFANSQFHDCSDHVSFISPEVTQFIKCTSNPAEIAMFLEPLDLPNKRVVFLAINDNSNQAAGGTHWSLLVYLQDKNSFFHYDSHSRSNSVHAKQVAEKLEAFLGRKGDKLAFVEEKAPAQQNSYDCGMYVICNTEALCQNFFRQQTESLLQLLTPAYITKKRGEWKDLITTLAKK
SENP7 inh: SENP7 protease inhibitors, primary screen, biochemical, luminescence, uHTS; recombinant SENP7, Z-RLRGG-aminoluciferin luminescence, 40 min; inhibition, % at 5 µM; 330,000 compounds, 1.5% hits; Sentrin-specific protease 7 (Homo sapiens), Q9BQF6;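 active = inhibition above about 50% at the single test dose, limit read from the data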;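 also: plate controls were DMSO with enzyme for no effect and no enzyme buffer wells for full effect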
Target sequence (Q9BQF6 706-1050 limits assumed): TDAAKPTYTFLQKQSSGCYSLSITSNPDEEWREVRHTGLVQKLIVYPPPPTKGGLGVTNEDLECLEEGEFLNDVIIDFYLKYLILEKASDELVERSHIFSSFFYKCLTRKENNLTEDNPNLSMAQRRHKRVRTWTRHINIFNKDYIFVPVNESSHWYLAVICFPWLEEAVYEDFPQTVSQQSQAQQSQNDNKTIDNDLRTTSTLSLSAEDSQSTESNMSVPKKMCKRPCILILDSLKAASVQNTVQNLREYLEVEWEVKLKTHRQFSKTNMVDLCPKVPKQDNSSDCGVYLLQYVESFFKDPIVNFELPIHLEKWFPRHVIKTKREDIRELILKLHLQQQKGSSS
An asterisk follows results filed as active; nt = no result given. Rule as the data show it, unless noted: active = inhibition above about 50%; inactive = the rest.

SMILES | Jurkat NFkB inh | HKDC1 inhibitor | UBC13 inh | Gli-Sufu antag | 697 NFkB inh | Apaf-1 inh | SENP8 inh | SENP7 inh
O=C(O)c1ccc(NC(=O)c2cccc(C(=O)Nc3ccc(C(=O)O)cc3)n2)cc1 | -3 | 5 | 3 | 66* | 18 | 0 | -2 | 3
O=C(Oc1ccc(N2C(=O)CCC2=O)cc1)c1ccccc1Cl | 4 | -6 | -20 | 3 | -33 | 1 | -16 | -1
Cc1ccc(S(=O)(=O)NCCC(=O)N2CC(C)OC(C)C2)cc1C (centres undefined) | -6 | -5 | 2 | -4 | 10 | 10 | -9 | -17
COC(=O)c1cc(-c2cccs2)nc2ccccc12 | -1 | -1 | 45* | -8 | 14 | 3 | 6 | -1
Oc1ccc(/C=N/Nc2nc(N3CCCC3)nc(N3CCCC3)n2)cc1O | 3 | 1 | 5 | 64* | -1 | 6 | -1 | 6
O=C(NNC(=S)Nc1ccccc1Cl)c1ccncc1 | -20 | 4 | -4 | 4 | -27 | -18 | 38 | 22
COc1cc2c(=O)n(CCC(=O)NCC3CCCO3)c(=O)n(CC(=O)Nc3ccccc3C)c2cc1OC (centres undefined) | -2 | -7 | 1 | 5 | 3 | -4 | 3 | 5
O=C(c1cccc(C(F)(F)F)c1)N1CCN(C2CCCCC2)CC1 | -8 | -7 | 18 | 1 | 1 | -12 | -1 | 3
Cc1ccccc1C1c2[nH]c3ccccc3c2C[C@H]2C(=O)N(C3CCN(Cc4ccccc4)CC3)CC(=O)N12 (some centres undefined) | 13 | nt | 1 | nt | 17 | 23 | 2 | 6
Cc1cc(-n2c(C)cc(C(=O)CSc3nc(N)cc(=O)[nH]3)c2C)no1 | 17 | 3 | -8 | 17 | -23 | -10 | -3 | 13
O=C(O)CC1(CC(=O)Nc2ccc3c(c2)C(=O)OC3)CCCCC1 | 15 | -2 | 6 | 4 | 21 | -10 | 5 | 6
O=C1c2ccc([N+](=O)[O-])cc2S(=O)(=O)N1Cc1ccccc1 | -23 | 6 | -2 | 25 | 13 | 2 | 12 | 4
COc1ccc(NC(=O)CSCC(=O)Nc2nnc(CC(C)C)s2)cc1 | -13 | -1 | -13 | -14 | -38 | 4 | 8 | -2
Cc1cc(C(=O)COC(=O)C2=NNC(=O)CC2)c(C)n1-c1ccc(OC(F)F)cc1 | -10 | -8 | -4 | 8 | 13 | -3 | 1 | -3
COC(=O)C1=C(C)N(CCCC(=O)O)C(=O)NC1c1ccccc1OS(=O)(=O)c1ccccc1[N+](=O)[O-] (centres undefined) | 6 | -3 | -14 | 6 | 10 | 4 | -5 | 10
Fc1ccccc1CNC(=S)Nc1cccc(C(F)(F)F)c1 | 11 | -4 | 15 | 3 | 22 | 13 | 3 | 5
COc1ccc(OC)c(C(=O)CSc2nnnn2C)c1 | 3 | -9 | 7 | 1 | 16 | -10 | 1 | 5
CCOc1ccc(-c2cc(C(=O)NCCCN3CCCC3)c3ccccc3n2)cc1 | -13 | -5 | 24 | -2 | -9 | 16 | 0 | 4
COc1ccc(CN=C(NS(=O)(=O)c2cccs2)SC)cc1 | -10 | 14 | -6 | 2 | -24 | 1 | -9 | -9
Oc1c(C=Nc2ccccc2)sc(=S)n1Cc1ccccc1 | -2 | -7 | 4 | 21 | 11 | 5 | 0 | -7
COC(=O)C1CCN(C(=O)CN(C)Cc2ccc(C(C)(C)C)cc2)CC1 | 1 | 4 | 10 | 31 | 0 | -1 | 0 | 8
CC1(C)C(=O)OC(c2cccn2-c2ccc([N+](=O)[O-])cc2)C(C)(C)C1=O (centres undefined) | 1 | -5 | -9 | 4 | -6 | 15 | -7 | -11
Cc1cc(C)c(NC(=O)c2ccc3nccnc3c2)c(C)c1 | -14 | -2 | -9 | -35 | -1 | 1 | 3 | -4
CSc1nc(C)cc(/C=C\c2ccccc2)c1C#N | -17 | 9 | -1 | 1 | 4 | 7 | -1 | 4
CC1(C)CC(=O)c2cc(C(=O)NCc3ccco3)c(=O)n(-c3ccccc3)c2C1 | -2 | -5 | -3 | 7 | 1 | -5 | 3 | -1
Cc1n[nH]c(C)c1C(=O)CC1(O)C(=O)N(Cc2ccccc2)c2ccc(Br)cc21 (centres undefined) | 17 | 1 | 2 | -3 | -1 | -2 | -5 | 5
COc1ccc(C(=O)NCC(=O)Nc2ccc(F)cc2)cc1OC | 15 | -6 | 9 | 0 | 20 | -8 | -3 | -1
O=S(=O)(c1ccc(F)c(F)c1F)N1CCN(c2ncnc3sccc23)CC1 | 36 | -1 | -5 | 27 | -13 | 9 | 4 | 1
CC1CCc2nc(/C(C#N)=C/c3cccnc3)sc2C1 (centres undefined) | -98 | -9 | -1 | -101 | -198 | 10 | -5 | 3
CCCNC(=O)C1=C(C)C(=O)OC12CCC(C)CC2 (centres undefined) | 5 | -4 | -2 | 3 | -20 | 2 | -7 | 4
COc1ccccc1CN1CCNC(=O)C1CC(=O)NCc1cn(C)nc1C (centres undefined) | 6 | -6 | 0 | -6 | 16 | -11 | -5 | -6
CC(C)(C)OC(=O)NCC1CCN(S(=O)(=O)Cc2ccccc2)CC1 | 0 | -5 | 0 | -2 | 8 | 2 | 6 | 7
Cn1cccc1C(=O)N/N=C/c1c(Cl)cccc1Cl | -46 | -4 | 0 | -77 | -78 | 3 | 76* | 83*
CCOC(=O)CCc1c(C)nc2ncnn2c1C | 10 | -2 | -4 | -17 | 2 | -4 | -6 | -8
Cc1cccc(CSCCNC(=S)Nc2ccccc2)c1 | 8 | -4 | 48* | 1 | 18 | 18 | -6 | -1
COc1ccc(Br)cc1-c1nc(C)c(C(C)=O)n1O | -18 | -6 | -6 | -5 | 9 | 5 | -9 | -7
COc1cccc(CN2C[C@]34C=C[C@@H](C[C@@H]3S2(=O)=O)O4)c1 | -9 | -3 | -3 | 0 | -7 | 1 | -2 | -7
COc1ccccc1N1CCN(C(=O)c2cc3c(-c4ccc(Cl)cc4)nn(C)c3s2)CC1 | 23 | 0 | 7 | 13 | -10 | 16 | -1 | 4
O=C(Nc1cc2c3c(c1)CC(=O)N3CCC2)c1ccco1 | -10 | -2 | 0 | -7 | 8 | 11 | -8 | 4
Cc1c(Br)cc(C(=O)NCc2ccco2)c(C)c1C | 0 | -3 | -5 | 4 | 10 | 1 | 2 | -2
CC(Sc1nnc(-c2cc3ccccc3o2)n1-c1ccccc1)C(=O)O (centres undefined) | 3 | -1 | 3 | -4 | -4 | -2 | 1 | -12
CC(C)c1nc(SCC(=O)N2CCCCCC2)c2c(=O)n(C)c(=O)n(C)c2n1 | 4 | 0 | -4 | 20 | -14 | 16 | 5 | 1
Cc1cccc2sc(NC(=O)c3ccc(OCC4CCCO4)cc3)nc12 (centres undefined) | -20 | -1 | 15 | -24 | -47 | -6 | -9 | 4
CCN(CC)N=Nc1ccc(C(=O)O)cc1 | 8 | -3 | -2 | 18 | 6 | -5 | -6 | 6
Cc1onc(-c2c(Cl)cccc2Cl)c1C(=O)NCCc1ccc(S(N)(=O)=O)cc1 | 10 | -2 | 2 | 4 | 17 | 1 | 5 | 7

Random excerpt: 4 entries already listed, in no set order.
SMILES | Jurkat NFkB inh | HKDC1 inhibitor | UBC13 inh | Gli-Sufu antag | 697 NFkB inh | Apaf-1 inh | SENP8 inh | SENP7 inh
O=C(Nc1cc2c3c(c1)CC(=O)N3CCC2)c1ccco1 | -10 | -2 | 0 | -7 | 8 | 11 | -8 | 4
CC(Sc1nnc(-c2cc3ccccc3o2)n1-c1ccccc1)C(=O)O (centres undefined) | 3 | -1 | 3 | -4 | -4 | -2 | 1 | -12
Cc1onc(-c2c(Cl)cccc2Cl)c1C(=O)NCCc1ccc(S(N)(=O)=O)cc1 | 10 | -2 | 2 | 4 | 17 | 1 | 5 | 7
COc1ccccc1CN1CCNC(=O)C1CC(=O)NCc1cn(C)nc1C (centres undefined) | 6 | -6 | 0 | -6 | 16 | -11 | -5 | -6

Other compounds:
SMILES | Jurkat NFkB inh | HKDC1 inhibitor | UBC13 inh | Gli-Sufu antag | 697 NFkB inh | Apaf-1 inh | SENP8 inh | SENP7 inh
CCN(CC)c1ccc2c(C)c(CO)c(=O)oc2c1 | 9 | 12 | 15 | -10 | 15 | -1 | -5 | 4
N#Cc1cccc(-n2nnnc2-c2ccc3c(c2)OCO3)c1 | -11 | -1 | 9 | -9 | 2 | -2 | 2 | -6
COCCNC(=O)C(c1ccco1)N(C(=O)Cn1nnc2ccccc21)c1ccc(C)cc1C (centres undefined) | 15 | 4 | 3 | 9 | 2 | 12 | -7 | -5
COc1ccc(-c2csc(N3CCN(C(=O)c4ccco4)CC3)n2)cc1 | 7 | -3 | 4 | 5 | 29 | 13 | -5 | 10
O=C1/C(=C/c2ccc([N+](=O)[O-])cc2)Oc2cc(O)ccc21 | -9 | 6 | -101 | -3 | 7 | 6 | 57* | 63*
CCCOc1ccccc1Cn1c(=O)oc2ccc(C)cc21 | -7 | 0 | 3 | 4 | -15 | 15 | -1 | -14
Cn1cccc1C(=O)Nc1ccc(Cl)c(S(=O)(=O)N2CCCCC2)c1 | 5 | 1 | -12 | 5 | -6 | 0 | 11 | -3
CCCC(=O)Nc1cccc(NC(=S)NC(=O)C(C)Oc2ccc(Cl)cc2Cl)c1 (centres undefined) | -3 | -3 | -25 | 0 | -9 | 18 | -4 | -8
COC(=O)c1ccccc1NC(=O)c1ccccc1N(C)S(=O)(=O)c1ccccc1 | 6 | 5 | -2 | -7 | -2 | 13 | 10 | 14
CCC(=O)Nc1ccc(C(=O)Nc2cccc(C)n2)cc1 | -71 | -14 | -12 | -80 | -81 | -3 | -4 | 17
O=C(COC(=O)CCCN1C(=O)c2ccccc2C1=O)Nc1ncc(Cl)cc1Cl | 0 | -1 | -6 | 9 | -4 | 5 | 1 | 2
CC(C)C(=O)Nc1nc(-c2ccc3c(c2)CCN3C(=O)C2CC2)cs1 | -25 | -1 | 4 | -66 | -5 | 6 | -2 | -9
COc1ccc2sc(NC(=O)NC(=O)c3c(Cl)cccc3Cl)nc2c1 | 12 | 5 | -1 | -41 | -15 | 7 | -5 | 3
Cn1nccc1C(=O)N1CCN(c2ccccc2Cl)CC1 | 7 | -2 | 3 | 15 | 11 | -1 | 2 | 0
Cn1cc(CCNC(=O)C2CCC(=O)N(CCc3ccc(Cl)cc3)C2)cn1 (centres undefined) | 6 | -5 | 3 | -4 | 6 | 6 | 0 | 8
CC(=O)c1cccc(NC(=O)N2CCCc3ccccc32)c1 | -6 | -4 | 13 | 4 | -3 | -9 | -4 | 4
Cc1ccc(C)n1-c1ccc(N2CCOCC2)c([N+](=O)[O-])c1 | 26 | 2 | -8 | 13 | -12 | -12 | -1 | 4
CCOC(=O)c1ccc(NC(=O)N2CCOCC2)cc1 | -24 | -3 | -4 | -14 | -25 | -20 | 2 | -7
CC(C)(/C=N/O)/[N+]([O-])=C/c1ccccc1 | 0 | -5 | -5 | 9 | 7 | -7 | -3 | 2
Cc1ccnc2c1ccc1c(C)ccnc12 | 76* | 28 | 2 | 91* | -27 | 44* | -14 | -13

Three of the entries above in order of the SENP8 inh value, lowest first:
compound | Jurkat NFkB inh | HKDC1 inhibitor | UBC13 inh | 697 NFkB inh | SENP8 inh | SENP7 inh
Cc1ccnc2c1ccc1c(C)ccnc12 | 76* | 28 | 2 | -27 | -14 | -13
CC(C)(/C=N/O)/[N+]([O-])=C/c1ccccc1 | 0 | -5 | -5 | 7 | -3 | 2
CCOC(=O)c1ccc(NC(=O)N2CCOCC2)cc1 | -24 | -3 | -4 | -25 | 2 | -7

Compound activity: PubChem BioAssay, Sanford-Burnham Center for Chemical Genomics
